High-throughput results (PubChem)
NTR1 ag = agonists of NTR1, primary screen, imaging, U2OS cells, beta-arrestin-GFP, high content (AID 493036) | P30989 | NTR1-U2OS beta-arrestin-GFP spot imaging, agonist mode | activation, % at 20 µM | 330,000 compounds, 0.17% hits;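 active = activation at or above 40% of the spot to cytoplasm intensity ratio, with at least 20 cells analyzed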;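 also: 0% = DMSO without peptide and 100% = 100 nM NTR1 peptide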
Target sequence (P30989 whole entry, looked up): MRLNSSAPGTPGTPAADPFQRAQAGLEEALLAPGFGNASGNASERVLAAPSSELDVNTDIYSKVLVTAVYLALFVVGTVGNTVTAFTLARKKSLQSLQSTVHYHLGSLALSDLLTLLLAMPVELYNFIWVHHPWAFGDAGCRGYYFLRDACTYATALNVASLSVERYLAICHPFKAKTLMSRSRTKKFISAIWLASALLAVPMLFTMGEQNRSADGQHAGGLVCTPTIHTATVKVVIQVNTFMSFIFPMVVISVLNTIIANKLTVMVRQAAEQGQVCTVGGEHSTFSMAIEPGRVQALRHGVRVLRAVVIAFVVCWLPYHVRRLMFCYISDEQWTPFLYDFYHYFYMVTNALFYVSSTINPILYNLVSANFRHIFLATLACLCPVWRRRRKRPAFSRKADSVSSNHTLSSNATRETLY
NOD1 NF-kB reporter = inhibition of NOD1-driven NF-kB reporter – cell-based, luminescence, uHTS, primary screen (AID 1578); NOD1-driven NF-kB luciferase reporter cells, luminescence; higher % means a stronger effect; inhibition, % at 4 µM, or EC50 in µM where a hit was titrated; 290,000 compounds, 1% hits; in the data active = inhibition mostly above about 36%, no sharp cut-off; inactive = mostly below about 34%;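 also: HEK-293T reporter cells stimulated with the NOD1 agonist gamma-tri-DAP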
KOR beta-arrestin-1 = kappa opioid receptor activators – cell-based, luminescence, uHTS, primary screen (AID 1777). activation, % at 10 µM, or EC50 in µM where a hit was titrated. KOR beta-arrestin recruitment, luminescence; higher % means a stronger effect. 280,000 compounds, 0.02% hits; in the data active = activation above about 50%, passing the limit was not always enough; also: a part of the inactive calls stands beside numbers as strong as those of hits
TNAP activators = stimulation of alkaline phosphatase TNAP activity – biochemical, luminescent, no phosphate acceptor, uHTS, primary screen (AID 1001); purified TNAP, luminescent activation assay, no phosphate acceptor; higher activation fold means a stronger effect; one-dose activation fold at 20 µM; EC50 in µM for titrated hits; 200,000 compounds, 0.03% hits; in the data active = activation fold from about 3, or a potency from the dose series; inactive = the rest, 99 in 100 with activation fold below about 1.6; also: many of its hits are not listed in these tables
ER stress rescue = rescue of cells from ER stress-induced death, primary screen, 384-well, CSM14.1, thapsigargin, ATP luminescence (AID 1222); CSM14.1 thapsigargin-induced death rescue, ATP luminescence; higher % means a stronger effect; cellular ATP content (survival), % at 20 µM; hits with a dose series show EC50 in µM; 190,000 tested, under 10 active;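 active = EC50 below 50 µM in the dose-response confirmation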;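 also: death triggered by thapsigargin at about 15 µM added after 2 h compound pretreatment; cell ATP read after overnight thapsigargin exposure of roughly 18 to 22 hours; normalized against plate controls of thapsigargin alone and 5% DMSO vehicle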
GPR55 beta-arrestin = selective activators of receptor GPR55 – imaging, U2OS cells, beta-arrestin-GFP redistribution, primary screen (AID 1961); U2OS GPR55 beta-arrestin-GFP redistribution imaging; higher % means a stronger effect; one-dose activation, % at 10 µM; EC50 in µM for titrated hits; 290,000 compounds, 0.048% hits;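 active = activation above 40% with more than 50 cells counted in the well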;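 also: U2OS osteosarcoma cells stably expressing GPR55 and beta-arrestin-GFP; plate controls were DMSO negative control for no effect and LPI positive control for full effect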
Yfh1-depleted yeast = mitochondrial function rescue without frataxin homolog – Friedreich's ataxia, plus single-dose screen, dose response (AID 1465); fold induction at 50 µM; hits with a dose series show EC50 in µM; 220,000 compounds, 0.074% hits; S. cerevisiae Yfh1-off respiration, WST-1 reduction, 72 h; higher fold induction means a stronger effect;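 active = fold induction of absorbance versus untreated yeast above a set limit, then at least 30% activation at any dose in follow-up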;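 also: activators that raise dye reduction in frataxin-depleted yeast; strong numbers were not always called active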
HEK293 NOD2/NF-kB = inhibition of NOD2-driven NF-kB reporter – cell-based, luminescence, uHTS, HEK293 (AID 1566) | HEK293 NOD2/NF-kB luciferase reporter, luminescence; higher % means a stronger effect | inhibition, % at 4 µM, or EC50 in µM where a hit was titrated | 290,000 compounds, 0.63% hits; also: many of its hits are not listed in these tables
KOR beta-arrestin-2 = kappa opioid receptor blockers – cell-based, luminescence, uHTS (AID 1778) | 290,000 compounds, 0.091% hits | KOR beta-arrestin recruitment, luminescence, antagonist mode; higher % means a stronger effect | inhibition, % at 10 µM; hits with a dose series show IC50 in µM; also: strong numbers were not always called active
NTR1 ag cell count 20 µM = also measured in NTR1 ag; calls as there; cell count; measured here: cell count, cytotoxicity flag
* = called active by the depositor; i = inactive; nt = not tested or not shown; [ ] = another dose, or the depositor's remark. Rule as the data show it, unless noted: active = inhibition above about 50%; inactive = the rest.

SMILES | NTR1 ag | NTR1 ag cell count 20 µM | NOD1 NF-kB reporter | KOR beta-arrestin-1 | TNAP activators | ER stress rescue | GPR55 beta-arrestin | Yfh1-depleted yeast | HEK293 NOD2/NF-kB | KOR beta-arrestin-2
CCOc1ccccc1CNCc1ccc(F)cc1 | -1.2 | 67 | -26.0% | 0.6% | 1 | -2.6% | 0.4% | i | 19.5% | -21.3%[20 µM]
CCn1cc2nc(SCC(=O)Nc3ccc(OC)c(OC)c3)n(Cc3ccc(OC)cc3)c(=O)c2n1 | -1.1 | 60 | 1.1% | -0.8% | nt | nt | -0.1% | nt | 1.2% | 15.2%
CC1CN(C(=O)c2ccc(NS(=O)(=O)c3cccc(Cl)c3)cc2)CC(C)O1 (stereo not drawn) | -0.6 | 61 | 0.2% | -0.4% | nt | nt | 0.3% | nt | 14.3% | 14.2%
COc1ccc(NC(=O)CC2C(=O)N(c3ccc(OC)cc3)C(=O)N2C(C)C)cc1 (stereo not drawn) | -0.5 | 62 | -13.3% | -2.0% | 1.1 | 0.6% | -0.2% | i | 8.3% | -20.7%
Cc1ccc(O)c(-c2cc(C(F)(F)C(F)F)[nH]n2)c1 | 1.7 | 42 | -39.6% | -0.3% | 1.2 | -0.4% | 0.3% | i | -15.1% | -33.3%
CC1CN(c2ccccc2)C(=O)CS1 (stereo not drawn) | 0.8 | 82 | -12.7% | -3.9% | 1.1 | -2.9% | 0.0% | i | -4.2% | 11.5%
COc1ccc2oc(C)c(C(=O)c3ccc([N+](=O)[O-])cc3)c2c1 | 11.1 | 77 | 27.7% | -1.4% | 1.1 | 9.4% | 0.8% | i | 24.3% | -3.6%
COc1ccc(C(=O)NC2CCN(C(=O)Nc3ccccc3Cl)CC2)cc1 | -1.6 | 89 | -18.5% | -0.6% | 1.1 | -0.3% | 0.5% | i | 10.2% | 13.3%
COc1cccc(/C=N/NC(=O)c2ccc(=O)n(C)c2)c1O | -1.1 | 61 | -8.6% | 5.9% | 2.4 | -2.3% | 0.2% | i | -59.4% | -0.6%
C1CCN(c2nc3nonc3nc2NCC2CCOCC2)CC1 | 0.7 | 58 | -13.4% | -2.4% | 1.1 | -2.0% | 1.6% | i | 4.3% | -9.7%
COCCNC(=O)C1CCC(CNS(=O)(=O)c2c(C)cc(C)cc2C)CC1 (stereo not drawn) | 0.1 | 53 | -3.0% | 0.3% | nt | nt | -0.1% | nt | 7.7% | -16.8%
Cc1cc(C)n(/N=C/c2cc(Cl)cc(Cl)c2O)c(=O)c1 | 1.7 | 52 | 11.0% | -2.5% | 1.1 | 1.1% | -0.1% | i | 26.0% | 2.9%[20 µM]
Clc1ccccc1-c1nnc(-c2ccc3c(c2)OCO3)o1 | 0.6 | 40 | -31.0% | -8.7% | 1 | -2.8% | -0.5% | i | -119.0% | 0.9%
CCCCCN(C(=O)NC(=O)Nc1cccc(C)c1C)S(C)(=O)=O | 1.2 | 41 | -6.7% | -2.0% | 1 | -2.0% | -0.2% | i | 2.7% | -9.7%
N=c1c(C(=O)NC2CCCC2)cc2c(=O)n3ccccc3nc2n1C1CCCC1 | 1.6 | 75 | 17.6% | 16.4% | 1 | -0.2% | -0.1% | i | 22.4% | 1.8%
O=S(=O)(NCc1cccs1)c1ccc(Br)cc1 | 0.6 | 51 | 2.9% | -1.7% | nt | nt | 0.3% | nt | 6.8% | -3.1%
Cc1ccc(NC(=O)N[C@H](C(=O)O)C(C)C)c(C)c1 | -1.7 | 65 | 4.2% | 1.7% | nt | nt | -0.3% | i | 21.4% | 8.7%
CC(C)CC1NC(=O)N(Cc2cc(=O)n3ccsc3n2)C1=O (stereo not drawn) | -0.2 | 40 | -20.0% | -6.0% | 1.1 | 0.3% | 0.2% | i | 3.6% | -22.2%
COc1ccc(NC(=O)CN2C(=O)C(C)Oc3ccccc32)c(OC)c1 (stereo not drawn) | -1.5 | 65 | -29.3% | 4.4% | 1.1 | 3.2% | -0.3% | i | -5.0% | 8.0%
CCc1ccc(CN(C)Cc2nc(Cc3ccc(OC)c(OC)c3)no2)nc1 | -0.2 | 79 | 13.5% | 5.2% | 1.1 | -1.6% | -0.3% | i | 11.0% | -31.9%
COC(=O)C1C2C=CC3(CN(c4cccc(Cl)c4)C(=O)C13)O2 (stereo not drawn) | -1.7 | 64 | 2.3% | -4.8% | 1.1 | -1.2% | -0.1% | i | -2.2% | 22.7%
Cc1ccc(C(c2nnnn2C2CCCCC2)N(C)C2CCCCC2)cc1 (stereo not drawn) | 9.5 | 53 | -9.8% | -1.7% | 1 | 0.7% | 0.0% | i | -24.4% | -9.4%
COC(=O)c1sccc1NC(=O)Cc1ccc(Br)cc1 | 3.2 | 86 | 7.8% | 5.1% | 1.1 | 0.0% | 0.2% | i | -13.4% | -20.5%
CCOC(=O)C1CCN(C(=O)c2ccc(NC(=O)C3CCCO3)cc2)CC1 (stereo not drawn) | -1.1 | 83 | -13.6% | -3.7% | 1 | -2.9% | 0.7% | i | 8.2% | -1.1%
COC(=O)c1c(NC(=O)Nc2ccc(Cl)cc2)sc(C)c1C | -5.3 | 83 | -0.6% | 5.1% | 1.1 | -0.8% | -0.1% | nt | 13.8% | 13.1%
SMILES | NTR1 ag | NTR1 ag cell count 20 µM | NOD1 NF-kB reporter | KOR beta-arrestin-1 | TNAP activators | ER stress rescue | GPR55 beta-arrestin | Yfh1-depleted yeast | HEK293 NOD2/NF-kB | KOR beta-arrestin-2
O=C1CN(C(=O)c2c(F)cccc2F)C(c2ccccc2)c2cc(Br)ccc2N1 (stereo not drawn) | 2.8 | 86 | 8.1% | -3.7% | nt | nt | -0.1% | nt | 8.7% | -9.8%
CCOCc1cnc(C)nc1NCC(=O)c1c(C)[nH]c2ccc(OC)cc12 | -1.3 | 49 | 5.2% | -1.6% | 1.1 | -0.1% | 0.3% | i | 0.1% | 7.9%
CCCCOc1ccccc1Cn1c(=O)oc2ccc(C)cc21 | 9.5 | 95 | -12.0% | 2.0% | 1.1 | -2.9% | -0.2% | i | -5.3% | 2.9%
N#CC(Nc1ccccc1)c1ccccc1OCc1ccccc1 (stereo not drawn) | 0.2 | 88 | -21.5% | -0.5% | 1 | 2.7% | 0.0% | i | -11.8% | -19.1%
CCNC(=O)NC1(C(=O)Nc2ccc3c(c2)CCC3)CCCCC1 | 10.3 | 87 | 14.4% | 2.6% | 1.1 | -3.7% | -0.1% | i | 15.2% | 1.7%
Cc1c(NC(=O)C(C)C)cccc1-c1nc2ncccc2o1 | -0.2 | 59 | -29.9% | -1.9% | nt | nt | 0.2% | nt | 12.8% | 28.8%
Cc1ccccc1C(=O)Nc1ccc(O)c2c(=O)cc(-c3ccccc3Cl)oc12 | 4.4 | 98 | 2.2% | -1.6% | nt | nt | 0.0% | i | 5.9% | -0.8%
CCOc1ccc(N=Nc2c(C)noc2C)cc1 | 0.0 | 52 | -38.8% | 0.9% | 1 | -0.5% | -0.3% | i | 8.8% | 7.4%
O=C(CCc1nc2ccccc2[nH]c1=O)OCc1ccc(S(=O)(=O)N2CCOCC2)cc1 | 0.4 | 67 | -20.4% | 1.8% | 1 | -2.3% | -0.1% | i | 0.6% | 15.1%
CCN(CC)S(=O)(=O)c1cc(C)c(C)cc1OCC(=O)NC1CCCC1 | 0.3 | 37 | -27.1% | -0.7% | nt | nt | -0.1% | nt | 2.6% | -0.2%
Cc1cc(C)n(C(=O)CCCn2cc([N+](=O)[O-])cn2)n1 | -1.3 | 55 | -39.8% | -0.1% | 1 | -0.1% | 0.5% | i | 15.0% | -2.5%
CCNc1nc(NC(C)(C)C)nc(N(C#N)CC)n1 | 0.8 | 82 | -0.2% | 1.3% | 1 | 2.5% | -0.1% | i | 10.4% | 13.3%
C=CCNC(=O)N1CCC(n2nccc2NC(=O)CCCc2ccccc2)CC1 | 1.4 | 66 | 17.8% | 4.6% | nt | nt | 0.2% | nt | -12.4% | -27.8%
C/C(=N\NC(=O)c1cccc(N/N=C(\C)c2ccco2)c1)c1ccco1 | nt | nt | -56.4% | -2.7% | 1.2 | 0.3% | -0.8% | i | -26.7% | -3.8%
CCOC(=O)c1cc2sccc2n1CC(=O)N1CCCC1 | 0.8 | 38 | -0.1% | 2.2% | 1.1 | -1.9% | 0.1% | i | -7.4% | -10.5%
O=C(O)c1ccccc1CSc1ncccc1C(=O)O | 2.3 | 81 | -5.2% | -0.8% | 1.2 | -0.9% | -1.1% | i | 16.2% | 7.0%
COC(=O)c1ccc(Cn2nc(-c3ccc(C)c(C)c3)ccc2=O)cc1 | 3.2 | 90 | 15.2% | 5.6% | nt | nt | 0.0% | nt | 47.7% | -23.2%
COc1ccccc1OCc1nnc(SCC(=O)NCc2ccco2)n1Cc1ccco1 | -1.2 | 79 | -1.4% | 4.5% | 1.2 | 7.3% | 0.1% | i | 6.9% | 12.3%
COC(=O)CSc1nc(N)c(C#N)c(-c2ccco2)c1C#N | 5.0 | 59 | -16.3% | 48.1% | 1.1 | -0.3% | 0.0% | i | 13.1% | 17.5%
COC(=O)c1c(N2C(=O)[C@H]3[C@@H](C2=O)[C@]2(C(=O)Nc4c(C)cc(C)cc42)N2CCC[C@@H]32)sc(C)c1C | 1.0 | 40 | -34.3% | -3.1% | 1 | -1.4% | -0.4% | i | 2.3% | 10.1%
CC1CCCCC1NC(=O)CCNS(=O)(=O)c1ccc(Cl)cc1 (stereo not drawn) | -0.1 | 48 | -9.8% | 3.1% | nt | nt | 0.2% | nt | 2.9% | 10.0%
COC(=O)C1=C(C(=O)OC)N2C=CC=CC2(C)C(C(=O)OC)=C1C(=O)OC (stereo not drawn) | nt | nt | 13.3% | 0.2% | 1.1 | -3.8% | 0.0% | i | 11.0% | 14.8%
COc1cccc(NC(=O)CC2(CC(=O)O)CCCC2)c1 | -2.0 | 64 | 2.6% | -4.2% | 1.1 | 0.3% | 0.0% | i | 11.7% | 4.7%
O=C(CN(C(=O)CCC(=O)Nc1nccs1)c1ccc(F)cc1)NCC1CCCO1 (stereo not drawn) | 0.0 | 40 | 6.2% | 3.5% | 1.1 | -1.5% | 0.3% | i | 6.3% | 14.2%
CCOC(=O)CN1C(=O)CC(c2ccc([N+](=O)[O-])cc2)C1=O (stereo not drawn) | -1.0 | 74 | -16.6% | 4.7% | nt | nt | -0.4% | nt | -2.0% | -35.7%[20 µM]
COc1ccc(/C=C/c2c([N+](=O)[O-])c(=O)n(C)c(=O)n2C)c(OC)c1 | 0.8 | 56 | 13.3% | -5.2% | 1.2 | 1.6% | 0.8% | i | 18.1% | 26.7%

Some entries already given, limited to KOR beta-arrestin-1, KOR beta-arrestin-2 and Yfh1-depleted yeast:
smiles | KOR beta-arrestin-1 | KOR beta-arrestin-2 | Yfh1-depleted yeast
O=C(CCc1nc2ccccc2[nH]c1=O)OCc1ccc(S(=O)(=O)N2CCOCC2)cc1 | 1.8% | 15.1% | i
CCN(CC)S(=O)(=O)c1cc(C)c(C)cc1OCC(=O)NC1CCCC1 | -0.7% | -0.2% | nt

Only part of the results is shown; rates above refer to the full screens.
